APJ ag: agonists of human APJ apelin receptor; P35414; CHO-K1 APJ PathHunter beta-arrestin, luminescence; 0% DMSO wells, 100% apelin; activation, % at 20 µM; 330,000 compounds, 0.11% hits; AID 2520;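 active means activation more than six SD over the plate average, tested at 20 µM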;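 further: 0% = DMSO alone and 100% = apelin-13 at 10 nM; some results filed as inactive read as strong as hits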
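Test system – PathHunter CHO-K1 APJ (AGTRL-1) beta-arrestin reporter cells · Input – 1000 cells/well · Compound – single test compound dose, 20 µM final, 1% DMSO · Times – compound stimulation 90 min at 25 °C, detection 60 min · Technique – beta-gal luminescence · Read-out basis – APJ–arrestin association signal · Control set – negative DMSO alone, positive Apelin-13 at 10 nM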
XBP1 UPR activ: adaptive UPR (XBP1) activation; activation, % at 20 µM; 330,000 compounds, 0.33% hits; CHO-XBP1 luciferase reporter, IRE1-XBP1 UPR activation, luminescence; percent of tunicamycin response, DMSO as zero;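 active means versus positive control, 20 µM dose yields 30% or more activation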;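 further: 100% = tunicamycin at 10 µg/mL and 0% = DMSO only wells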
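Assay system: IRE1-XBP1 luciferase reporter CHO line. Input: 1000 cells/well. Buffer or medium: F12 with 10% serum. Doses: 20 µM, 1% DMSO. Times: overnight seeding at 37 °C, 6 h compound treatment at 37 °C. Technique: Steady-Glo luciferase glow luminescence, 10 min after reagent addition.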
tim23-1 inh: inhibits growth of tim23-1 mutant yeast; S. cerevisiae tim23-1 growth, BacTiter-Glo luminescence, 24 h; inhibition, % at 20 µM; 330,000 compounds, 1.3% hits; AID 463212;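 active means growth inhibition of the mutant yeast at or above 50%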;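 further: temperature-sensitive mutant grown at 25 °C; plate controls were DMSO-treated mutant yeast for no effect and medium wells lacking yeast for full effect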
Jurkat NFkB inh: inhibitors of the PMA/ionomycin-induced NF-kB reporter in Jurkat cells. PMA/ionomycin-induced NF-kB luciferase reporter, luminescence. inhibition, % at 4 µM. 330,000 compounds, 0.53% hits. AID 435003; in the data active means inhibition above about 50%
Mdm2 MdmX PPI: inhibitors of human Mdm2/MdmX interaction; O15151+Q00987; SaOS-2 split-luciferase Mdm2/MdmX complementation, luminescence; inhibition, % at 8 µM; 330,000 compounds, 3% hits;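 active means inhibition of at least 50% at 8 µM in the primary screen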
Target sequence (O15151 whole entry, looked up): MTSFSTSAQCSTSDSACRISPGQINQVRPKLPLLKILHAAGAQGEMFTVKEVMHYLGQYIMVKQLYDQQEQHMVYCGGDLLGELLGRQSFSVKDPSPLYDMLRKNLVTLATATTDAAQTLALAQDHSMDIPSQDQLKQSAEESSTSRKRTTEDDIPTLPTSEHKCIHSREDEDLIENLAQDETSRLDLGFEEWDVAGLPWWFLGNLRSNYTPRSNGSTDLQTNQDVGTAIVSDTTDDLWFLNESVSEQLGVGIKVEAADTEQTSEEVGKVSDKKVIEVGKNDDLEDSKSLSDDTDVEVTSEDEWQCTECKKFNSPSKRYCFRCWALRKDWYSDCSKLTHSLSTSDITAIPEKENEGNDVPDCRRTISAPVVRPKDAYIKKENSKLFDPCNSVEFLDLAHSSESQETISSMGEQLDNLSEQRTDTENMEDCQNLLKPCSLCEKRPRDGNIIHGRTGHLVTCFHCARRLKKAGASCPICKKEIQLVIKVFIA
Target sequence (Q00987 whole entry, looked up): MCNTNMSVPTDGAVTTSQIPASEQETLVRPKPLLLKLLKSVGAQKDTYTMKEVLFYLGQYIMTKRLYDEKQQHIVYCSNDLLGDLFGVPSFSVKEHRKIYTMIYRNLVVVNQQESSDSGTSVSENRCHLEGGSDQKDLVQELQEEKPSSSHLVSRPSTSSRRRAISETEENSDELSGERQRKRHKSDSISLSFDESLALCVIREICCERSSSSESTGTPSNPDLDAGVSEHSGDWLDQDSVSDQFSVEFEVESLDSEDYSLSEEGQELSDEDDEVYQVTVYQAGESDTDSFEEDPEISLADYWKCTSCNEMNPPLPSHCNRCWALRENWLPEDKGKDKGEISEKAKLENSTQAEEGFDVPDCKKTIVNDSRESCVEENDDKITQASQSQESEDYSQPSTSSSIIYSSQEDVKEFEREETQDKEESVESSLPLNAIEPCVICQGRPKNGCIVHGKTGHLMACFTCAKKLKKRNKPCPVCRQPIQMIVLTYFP
697 NFkB inh: inhibitors of the PMA/ionomycin-induced NF-kB reporter in 697 B cells; 697 B-cell NF-kB luciferase reporter, 16 h; inhibition, % at 4 µM; 330,000 compounds, 0.33% hits; AID 435022; in the data active means inhibition above about 35%
CHOP UPR activ: apoptotic UPR (CHOP) activation; activation, % at 10 µM; CHO-CHOP luciferase reporter, luminescence; percent of tunicamycin response over DMSO baseline; 330,000 compounds, 0.34% hits;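 active means at 10 µM dose, activation of 40% or more, normalized to positive control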;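 further: 100% = tunicamycin at 10 µg/mL and 0% = DMSO alone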
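measured by = luciferase luminescence | assay system = CHO-CHOP cells, stable luciferase reporter of PERK-eIF2a-CHOP signalling | amount = 500 reporter cells seeded per well | timing = 6 h compound exposure at 37 °C after overnight seeding | controls = positive tunicamycin 10 µg/mL, negative DMSO alone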
APJ antag: APJ receptor antagonism; CHO-K1 APJ beta-arrestin complementation, luminescence; AID 2521; P35414; 330,000 compounds, 0.32% hits; inhibition, % at 20 µM;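 active means inhibition above about 40% at 20 µM, limit read from the data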;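 further: cells challenged with 10 nM apelin-13 agonist together with compound; plate controls were apelin-13 plus DMSO wells for no effect and DMSO wells lacking apelin-13 for full effect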
The depositor's hits bear a star; . = no result given; & = joins results of further samples. Compounds as they come; about 5% have a hit in one of these screens.

Structure	APJ ag	XBP1 UPR activ	tim23-1 inh	Jurkat NFkB inh	Mdm2 MdmX PPI	697 NFkB inh	CHOP UPR activ	APJ antag
CC1CCN(C(=O)C(=O)c2cn(CC(=O)N3CCCCCC3)c3ccccc23)CC1	-5	-6	12	7	18	0	2.5	17
COc1cccc(C(=O)COC(=O)CCCC(=O)NC2CCCCC2)c1	2	-5	3	-10	28	15	2.5	11
OCCCNc1nc(-c2ccc(Cl)cc2)nc2ccccc12	-3	0	60*	-2	6	1	-0.2	10
Cc1ccc(N(C(=O)CCC(=O)Nc2cc(C)on2)C(C(=O)NC2CCCC2)c2cccs2)cc1 (stereo not given)	-2	-4	13	-16	-26	9	-2.5	14
O=C(Nc1ccccc1C(=O)N1CCCCCC1)c1ccc(Cl)cc1	0	-1	25	10	7	17	0.0	1
COc1ccc(OC)c(S(=O)(=O)N(C)CC(=O)N2CCN(c3ccccc3)CC2)c1	-2	-3	19	5	10	-9	-1.5	11
CCn1c2c(c3cc(OCC(C)C)ccc31)CCCC2=O	-2	-2	17	8	16	28	0.8	9
O=C(NCc1cccnc1)C(=O)N/N=C/c1ccccc1[N+](=O)[O-]	-2	4	3	3	4	21	0.4	17
O=C(Cn1ccc2ccccc2c1=O)NCCC(=O)N1CCN(c2cccc(C(F)(F)F)c2)CC1	5	2	25	0	-7	-13	-0.6	24
COc1ccc(N2CCN(C(=O)c3ccc(C)c(NC(=O)c4ccco4)c3)CC2)cc1	5	-5	8	-5	-6	-7	3.4	3
CCOc1cc(N2CCOCC2)c(OCC)cc1NC(=O)CSc1ncccn1	-2	-1	8	-4	-7	15	1.3	-23
O=C1C=C(N2CCOCC2)c2ccccc2C1=O	7	-8	2	29	74*	19	41*	-10
O=C(O)Cc1csc(-c2cccc(Oc3ccccc3)c2)n1	-4&0	2&0	18&5	-3&19	24&23	17&-8	0.3&0.3	2&-15
CCc1ccc(-c2cc(C)no2)cc1S(=O)(=O)NCCc1ccc(S(N)(=O)=O)cc1	2	-4	-3	0	16	-14	-2.4	-23
CCOc1ccc(N(CC(=O)NCc2ccco2)S(C)(=O)=O)cc1	-4	4	1	-4	0	-5	0.2	-12
CCC(C)C1/C=C\CC(NC(=O)OCC2c3ccccc3-c3ccccc32)CC(=O)N1Cc1ccccc1 (stereo not given)	.	-4	41	.	43	-7	2.1	.
O=C(COc1ncnc2sccc12)NC1CCCCC1	-2	0	-12	8	-10	2	-1.4	-38
Cc1cc(C)nc(/N=C(\N)N(Cc2ccccc2)Cc2ccccc2)n1	-1	-4	-6	4	23	-8	1.8	7
CCn1ncc(Br)c1C(=O)Nc1ccc(Cl)cn1	0	5	14	-6	22	11	1.1	14
CCOC(=O)C1CCCN(CC(=O)Nc2ccc(C(=O)Nc3ccccc3OC)cc2)C1 (stereo not given)	-1	0	22	-7	23	10	1.5	0
O=C(COC(=O)c1ccc([N+](=O)[O-])s1)c1ccc[nH]1	4	-3	64*	5	13	-3	0.0	-14
CC(=O)N1CCN(C(=O)CNc2cc(C(F)(F)F)ccc2OCC(F)(F)F)CC1	-1	-2	3	-19	1	17	-0.3	4
CC(=O)Nc1ccc(C(=O)N2CCCc3ccccc32)cc1	-3	-1	5	6	8	7	0.6	-13
COc1ccc(C2(C)NC(=O)N(CC(=O)Nc3ccc(-c4nc5ccc(C)cc5s4)cc3)C2=O)cc1 (stereo not given)	2	-2	-20	-81	-122	-104	0.1	-26
O=C1C2C3C=CC(C3)C2C(=O)N1c1ccc2ccccc2n1 (stereo not given)	-2	1	-48	1	14	14	0.1	19

Next compounds
Structure	APJ ag	XBP1 UPR activ	tim23-1 inh	Jurkat NFkB inh	Mdm2 MdmX PPI	697 NFkB inh	CHOP UPR activ	APJ antag
Clc1ccc(Cn2c(-c3cccnc3Cl)nc3ccccc32)cc1	-1	0	31	-12	3	15	1.6	10
CC(C)Oc1ccc(C(=O)NC(C)(C)CO)cc1	1	0	14	-6	-20	3	-1.0	2
O=C1CCC(=O)N1OCCOc1ccc(Cl)c2ccccc12	-2	1	17	0	3	11	3.0	-22
Cc1cc(C)n(-c2nc(NCC(C)O)c3c4c(sc3n2)CCCC4)n1 (stereo not given)	0	19	39	-14	16	-20	12	22
CSc1nnc2n(-c3ccccc3)c(=O)c3c4c(sc3n12)CCC4	-2	5	39	-21	4	11	-1.0	-3
Cc1ccc(C(=O)OCC(=O)N2CC(=O)Nc3ccccc32)s1	-2	-2	12	-5	-33	-15	0.0	0
CCOc1ccc(-c2cc(CCCC(=O)NCCc3ccccc3)no2)cc1	2	1	1	-16	4	33	-2.2	4
COC(=O)c1ccc(N(C(=O)CNC(=O)c2ccco2)C(C(=O)NC2CCCC2)c2ccco2)cc1 (stereo not given)	-3	-4	4	-1	4	15	-1.0	7
Cc1cccc(-n2ccnc2SCC(=O)Nc2nccs2)c1C	-6	0	11	-1	8	-1	-1.7	-4
COc1ccc(OCC(=O)NNC(=O)C(=O)Nc2ccccc2)cc1	-5	6	-17	-5	7	-2	2.1	6
COc1ccc(-n2cnc3cc(NCc4ccccn4)ccc32)cc1	-3	3	12	-28	4	-21	-0.2	26
CN(C)C(=O)NC1CCCCCCCCCCC1	-2	0	16	6	9	11	1.1	-8
COc1cc(/C=N/Nc2nn3cnnc3c3ccccc23)ccc1O	1	-2	8	-2	10	5	-6.3	-11
Cn1c(C(=O)NCCN2CCOCC2)cc2sccc21	-4	0	6	3	-24	-28	0.6	-13
C=CC[n+]1c(-c2ccc(OC)cc2)csc1NNC(=O)Nc1ccccc1	0	-3	40	19	29	-43	1.8	-5
O=C(Cn1cc(C(F)(F)F)ccc1=O)OCC(=O)c1ccc[nH]1	-2	3	10	3	13	4	1.9	1
CCn1nc(C)c(CN2CCC(n3nccc3NC(=O)CCCc3ccccc3)CC2)c1C	-5	-5	-5	2	23	-16	-1.8	1
Nc1c(C(=O)c2ccc(Br)cc2)oc2ccccc12	-2	-4	18	-28	-36	-35	3.7	-6
Cc1ccc(C(=O)N[C@H](C(=O)NC2CCCCCCC2)C(C)C)cc1	-4	2	-1	-9	22	14	-0.5	-10
CCS(=O)(=O)N1CCC(C(=O)Oc2ccccc2OC)CC1	1	0	0	-5	20	13	-2.0	11
COC(=O)c1cc(C(=O)OCC(=O)NCc2ccc3c(c2)OCO3)cc([N+](=O)[O-])c1	-1	-1	-8	3	6	11	0.0	17
CCN(CC)CCCNC(=O)CCn1nc(-c2ccccc2)ccc1=O	-1	-1	-4	10	8	4	1.4	-4
C=CCNC(=O)NC(=S)c1ccccc1	-4	2	28	3	8	7	1.5	2
COc1cc(-c2nc3n(n2)C(c2cccc(OC)c2OC)C2=C(CCCC2=O)N3)cc(OC)c1OC (stereo not given)	-2	3	2	2	-1	11	-0.9	-20
Cc1cc(C)c2cc(C(=O)N3CCc4ccccc4C3)[nH]c2c1	-4	-2	34	2	-19	0	4.0	-11

The results go on.
Structure	APJ ag	XBP1 UPR activ	tim23-1 inh	Jurkat NFkB inh	Mdm2 MdmX PPI	697 NFkB inh	CHOP UPR activ	APJ antag
O=C(NNC(=S)NCc1ccccc1)c1ccc(OC(F)F)cc1	-4	-1	21	-11	18	-9	2.1	4
CCc1cc(=O)oc2c(C)c(OC(C)C(=O)NCC3CCC(C(=O)O)CC3)ccc12 (stereo not given)	-2	-1	-2	-6	3	6	-0.9	-44
CCC(=O)Nc1ccc(NC(=O)CSc2nnnn2CC)cc1C	6	-1	5	0	3	4	-1.5	20
CC(=O)N1CCCN(Cc2nc(C3(c4ccc(C)cc4)CCCC3)no2)CC1	4	-3	9	5	-10	0	1.7	-14
O=C(/C=C\c1ccccc1)NCC(=O)N/N=C/c1ccc(O)cc1O	6	-4	0	26	24	-17	-0.4	4
O=C(c1ccc(Cl)cc1)N1CCc2ccccc21	-1	-2	8	-6	21	-1	1.3	7
COCCNC(=O)CN(Cc1ccc(F)cc1)C(=O)CCC(=O)Nc1nccs1	1	-3	14	-13	-44	5	3.3	-9
Cc1noc(C)c1CCC(=O)NC1CCCN(Cc2ccc(CC(C)C)cc2)C1 (stereo not given)	-1	-6	-1	6	5	-23	1.4	10
Cn1cc(S(=O)(=O)N2CCN(c3cccc(Cl)c3)CC2)c(=O)n(C)c1=O	-5	0	2	5	6	-3	0.0	3
CC(NC(=O)C1CCN(S(=O)(=O)c2ccc(Br)s2)CC1)c1ccccc1 (stereo not given)	1	-4	-2	-8	7	-3	1.1	-13
CCCc1ccc(OCC(=O)NNC(=S)NC(=O)c2ccco2)cc1	-4	-2	30	-1	50*	4	-0.9	10
Cc1ccc(-n2c(CC#N)n[nH]c2=S)c(C)c1	3	-5	-5	-5	2	6	-0.2	2
C/C(=C\c1ccccc1)C(=O)Nc1cc(C)on1	5	0	13	-12	-25	-20	4.3	6
Cn1c(=O)c2c(nc(Br)n2CCCc2ccccc2)n(C)c1=O	-2	-4	37	12	-7	13	-0.3	-2
CCn1nc(C)c(NS(=O)(=O)c2ccc(C)cc2)c1C	-2	-3	18	16	17	-28	-0.5	-15
COc1ccccc1C(=O)NCCC(=O)NC1CCCC(C)C1C (stereo not given)	-2	-3	25	8	18	18	0.1	7
CC1(C)O[C@@H]2CC3C4C[C@H](F)C5=CC(=O)C=CC5(C)C4C(O)CC3(C)[C@]2(C(=O)CO)O1 (stereo not given in full)	-4	-5	4	9	-1	12	-1.4	11
CCOc1ccc2nc(N(CCN(C)C)C(=O)c3ccc4ccccc4c3)sc2c1	-4	-4	3	-19	14	0	5.2	19
COc1ccc2[nH]c(=O)c(CN(C(=O)c3cccnc3)c3ccc(C)cc3C)cc2c1	-3	-2	1	-4	14	25	1.4	-4
COc1cc2c(cc1OC)CN(CC(=O)Nc1cccc(C)c1)CC2	0	-1	-1	7	-2	4	0.3	-12
CCOC(=O)c1sc(NC(=O)CN2CCCC2)c(C(=O)OCC)c1C	-1	-4	36	-2	-2	-9	0.8	7
Cc1ccnc(SCC(=O)Nc2cc(C)on2)n1	-6	-2	-9	13	-8	28	-0.9	-3
OC(CNCc1ccccn1)c1ccccc1 (stereo not given)	-2	0	2	4	16	1	0.5	-4
CCC(C)[C@H](NC(=O)[C@@H]1CSC2c3ccccc3C(=O)N21)C(=O)NCC1CCCO1 (stereo not given in full)	-2	-7	-1	9	13	14	0.0	5
S=C(Nc1ccc(Br)cc1)N1CCCC1	-3	-3	5	-5	-4	-30	1.4	2
CS(=O)(=O)c1ccc(NS(=O)(=O)c2ccc(Cl)c(C(=O)NCc3ccco3)c2)cc1	1	-1	-1	-5	-19	9	1.0	-17
Cc1ccc(C(=O)N(C)Cc2ccccc2)cc1S(=O)(=O)N1CCOCC1	-5	-7	16	4	14	8	-0.6	4

3 entries from above, as labelled records.
CC1(C)O[C@@H]2CC3C4C[C@H](F)C5=CC(=O)C=CC5(C)C4C(O)CC3(C)[C@]2(C(=O)CO)O1 (stereo not given in full)
  APJ ag = -4 | XBP1 UPR activ = -5 | tim23-1 inh = 4 | Jurkat NFkB inh = 9 | Mdm2 MdmX PPI = -1 | 697 NFkB inh = 12 | CHOP UPR activ = -1.4 | APJ antag = 11
S=C(Nc1ccc(Br)cc1)N1CCCC1
  APJ ag = -3 | XBP1 UPR activ = -3 | tim23-1 inh = 5 | Jurkat NFkB inh = -5 | Mdm2 MdmX PPI = -4 | 697 NFkB inh = -30 | CHOP UPR activ = 1.4 | APJ antag = 2
CC(=O)N1CCCN(Cc2nc(C3(c4ccc(C)cc4)CCCC3)no2)CC1
  APJ ag = 4 | XBP1 UPR activ = -3 | tim23-1 inh = 9 | Jurkat NFkB inh = 5 | Mdm2 MdmX PPI = -10 | 697 NFkB inh = 0 | CHOP UPR activ = 1.7 | APJ antag = -14
